# PKA-R1A activ: activators of PKA-R1A holoenzyme, primary screen, biochemical, fluorescence polarization, Cy5-IP20, bovine R1A, mouse PKAc; cAMP-dependent protein kinase type I-alpha regulatory subunit (Bos taurus) + …; activation, % at 11.4 µM; PKA-R1A dissociation; scaled: DMSO 0%, 113 µM cGMP 100%; 340,000 compounds, 0.083% hits; AID 504707, 2011;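 active means percent activation above the mean of all tested compounds plus 3 SD, cut at about 19% in these data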;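 further: higher means more PKAc released from R1A so a rise in polarization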
# PKA-R2B activ: activators of PKA-R2B holoenzyme, primary screen, biochemical, fluorescence polarization, Cy5-IP20, human; cAMP-dependent protein kinase catalytic subunit beta (Homo sapiens) + cAMP-dependent …; PKA-R2B holoenzyme dissociation; R2B truncated from residue 108, S112A mutant; 0% DMSO only, 100% 113 µM cGMP; activation, % at 11.4 µM; 340,000 compounds, 0.079% hits; AID 504700, 2011;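 active means activation above a cutoff set at the mean over all compounds plus 3 SD, cut at about 18% in these data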;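 further: higher means more holoenzyme dissociation and a rise in polarization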
# Target sequence (P31323 whole entry, looked up, other chains not shown, the tested form may be a part): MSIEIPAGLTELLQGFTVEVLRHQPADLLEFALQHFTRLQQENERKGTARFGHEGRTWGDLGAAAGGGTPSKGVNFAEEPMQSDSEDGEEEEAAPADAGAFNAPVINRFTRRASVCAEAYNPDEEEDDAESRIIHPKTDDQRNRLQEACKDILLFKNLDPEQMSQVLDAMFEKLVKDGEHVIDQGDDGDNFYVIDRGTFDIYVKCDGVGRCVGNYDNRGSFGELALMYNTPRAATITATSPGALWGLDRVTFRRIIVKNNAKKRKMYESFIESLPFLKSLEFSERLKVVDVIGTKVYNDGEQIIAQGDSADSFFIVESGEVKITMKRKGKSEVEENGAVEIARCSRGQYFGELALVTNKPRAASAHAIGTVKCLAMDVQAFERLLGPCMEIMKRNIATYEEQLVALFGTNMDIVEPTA
# DSG3 Ab inh: inhibitors of pemphigus antibody binding to DSG3, primary screen, biochemical, bead-based, flow cytometry, scFv-GFP; DSG3-coupled beads, scFv-anti-DSG3-GFP binding; stronger effect = lower value; binding (percent of control), % at 10 µM; 310,000 compounds, 0.48% hits; AID 588358, 2011;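 active means binding more than 3 SD below its plate's average and above zero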; further: some compounds called inactive have numbers as strong as hits
# OPRM1-OPRD1 ag: agonists of OPRM1-OPRD1 heterodimerization, primary screen, cell-based, luminescence; 340,000 compounds, 0.3% hits; cells; AID 504326, 2011; activation, % at 9.3 µM; in the data active means activation above about 18%;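 further: 0% = vehicle-treated cells and 100% = reference agonist; values of inactives mirror those of a sister screen read the other way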
# HTR5A ag: HTR5A agonists in luminescence cell assay, primary screen, counter-screen for OPRM1-OPRD1 heterodimer agonist project, full-deck HTS; activation, % at 9.3 µM; cell-based; 5-hydroxytryptamine receptor 5A (Homo sapiens), P47898; 340,000 compounds, 0.61% hits; AID 504692, 2011; in the data active means activation mostly above about 9.5%, no sharp cut-off; inactive means mostly below about 7.6%;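 further: 0% = cells with vehicle only and 100% = reference agonist; strong numbers were not always called active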
# Arr AP2 block: inhibitors of beta-arrestin/AP2 binding, primary screen, biochemical, GPCR trafficking, flow cytometry. beta-arrestin 1 C-terminal peptide binding to AP2 beta2-adaptin appendage (human). FITC-arrestin peptide / GST-AP2 beads; AP2 beta2 appendage carries R879A mutation. AID 504490, 2011. 340,000 compounds, 0.31% hits. inhibition, % at 10 µM;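 active means inhibition above a set limit, near 3 SD of compounds lacking own fluorescence, cut at about 54% in these data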;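 further: plate controls were DMSO wells for no effect and 5 µM unlabelled arrestin peptide for full effect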
#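 Material – GST-tagged AP2 beta2-adaptin appendage (R879A) on 4 µm glutathione beads · Probe or stimulus – fluorescein-tagged arrestin peptide at 50 nM final · Timing – 12 min plus 1 h, RT · Detection – bead flow cytometry, FITC channel · Read-out basis – inhibition as reduced fluorescein signal on beads, percent · Medium – PBS plus Tween 20 (0.05%) and BSA (0.1%)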
# DAGLB inhibitor: DAGLB lipase inhibitors, primary screen, biochemical, fluorescence, HTS; Diacylglycerol lipase-beta (Homo sapiens), Q8NCG7; HEK293T DAGLB membrane lysate, EnzChek fluorogenic substrate; inhibition, % at 5.17 µM; 340,000 compounds, 0.059% hits; in the data active means inhibition above about 34%;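 further: 0% = enzyme with vehicle and 100% = wells lacking enzyme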
# Target sequence (Q8NCG7 whole entry, looked up): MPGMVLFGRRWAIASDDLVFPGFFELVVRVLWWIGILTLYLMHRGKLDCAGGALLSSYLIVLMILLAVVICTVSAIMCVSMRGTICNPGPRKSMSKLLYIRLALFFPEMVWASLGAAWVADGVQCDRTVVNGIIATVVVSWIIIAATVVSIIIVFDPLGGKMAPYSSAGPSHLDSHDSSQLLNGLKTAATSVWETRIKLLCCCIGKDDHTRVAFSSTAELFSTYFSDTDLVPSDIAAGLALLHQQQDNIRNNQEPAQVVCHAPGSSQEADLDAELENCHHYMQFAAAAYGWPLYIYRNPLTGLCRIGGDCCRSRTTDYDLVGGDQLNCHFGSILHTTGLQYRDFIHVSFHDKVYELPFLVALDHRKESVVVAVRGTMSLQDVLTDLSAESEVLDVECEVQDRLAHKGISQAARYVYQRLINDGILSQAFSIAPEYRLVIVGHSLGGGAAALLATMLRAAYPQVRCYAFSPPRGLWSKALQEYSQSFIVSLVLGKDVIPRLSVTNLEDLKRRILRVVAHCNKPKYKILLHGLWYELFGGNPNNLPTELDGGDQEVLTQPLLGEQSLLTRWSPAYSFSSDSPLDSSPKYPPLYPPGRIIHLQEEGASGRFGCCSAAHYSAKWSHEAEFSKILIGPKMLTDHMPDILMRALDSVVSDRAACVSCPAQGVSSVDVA
# OPRM1-OPRD1 inv: inverse agonists of MOR-DOR heterodimerization, primary screen, cell-based, luminescence; Mu-type opioid receptor (Homo sapiens) + Delta-type opioid receptor (Homo sapiens), …; cell-based MOR-DOR heterodimer luminescence, inverse agonism; inhibition, % at 9.3 µM; 340,000 compounds, 0.21% hits; AID 504357, 2011; in the data active means inhibition above about 22%, passing the limit was not always enough;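 further: 0% = cells with DMSO and 100% = wells without cells with DMSO; values of inactives mirror those of a sister screen read the other way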
# V-ATPase pHluor: regulators of yeast V-ATPase proton pumping, primary screen, pHLuorin cytosolic pH fluorescence; S. cerevisiae; response, % at 10 µM; 350,000 compounds, 0.37% hits; AID 504577, 2011; in the data active means response mostly above about 7.3%, no sharp cut-off; inactive means mostly below about 5.4%; further: actives read high; inactives centre near 0; some compounds called inactive have numbers as strong as hits; reference of the scale not given here
# HTR5A inv ctr: HTR5A inverse agonists in luminescence cell assay, primary screen, counter-screen for OPRM1-OPRD1 heterodimer inverse agonist project, full-deck HTS | 340,000 compounds, 0.083% hits | 5-hydroxytryptamine receptor 5A (Homo sapiens), P47898 | inhibition, % at 9.3 µM | AID 504634, 2011 | HTR5A cell line, inverse agonism; in the data active means inhibition mostly above about 23%, no sharp cut-off; inactive means mostly below about 18%;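 further: 0% = cells with DMSO and 100% = no-cell wells with DMSO; some compounds called inactive have numbers as strong as hits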
# Active calls of the source: *; / = no result given.
# Letter code – A = PKA-R1A activ; B = PKA-R2B activ; C = DSG3 Ab inh; D = OPRM1-OPRD1 ag; E = HTR5A ag; F = Arr AP2 block; G = DAGLB inhibitor; H = OPRM1-OPRD1 inv; I = V-ATPase pHluor; J = HTR5A inv ctr
1: CC1CCCCC1NC(=O)C1CCN(c2c3c(nc4ncnn24)CCC3)CC1 (stereo unspecified)
  A: 4	B: -1	C: 105	D: -1.9	E: 7	F: 1	G: 2	H: 10	I: 5	J: 9

2: CC(CCc1ccccc1)NC(=O)COC(=O)c1ccc(NC(N)=O)cc1 (stereo unspecified)
  A: 0	B: 2	C: 99	D: -1.4	E: 1	F: 3	G: 2	H: 7	I: 0	J: -2

3: COc1ccccc1OCCC(=O)Nc1cccc(S(=O)(=O)N2CCCCC2)c1
  A: -14	B: -5	C: 107	D: -2.2	E: 5	F: -7	G: -1	H: 12	I: 0	J: -9

4: Cc1ccc(S(=O)(=O)N2CCOCC2)cc1C(=O)N1CCc2ccccc21
  A: -6	B: -2	C: /	D: -4.1	E: 1	F: 6	G: -2	H: 20	I: 0	J: -5

5: CCCc1cc(-c2n[nH]c(C)c2-c2ccc(C(=O)OCC)o2)c(O)cc1O
  A: -20	B: -24	C: 97	D: 4.6	E: -1	F: -5	G: -3	H: -25	I: 0	J: -29

6: O=C(CN1c2ccccc2Sc2ccccc21)N/N=C/c1ccccc1
  A: 0	B: -1	C: 105	D: 4.9	E: 3	F: -20	G: 3	H: -26	I: -1	J: 19

7: Cc1ccc(NC(=O)/C=N/OCC(=O)NCc2ccccc2Cl)cc1
  A: -5	B: -9	C: 100	D: -1.8	E: 14*	F: -17	G: 2	H: 10	I: 1	J: -40

8: Cc1cccc(NC(=O)C2(c3ccc([N+](=O)[O-])cc3)CCCC2)c1
  A: 0	B: 3	C: 101	D: 1.2	E: 1	F: -8	G: -4	H: -8	I: 9	J: -26

9: COc1ccccc1N(C(=O)c1snc(C(N)=O)c1N)C(C(=O)NCc1ccccc1)c1ccc(C)o1 (stereo unspecified)
  A: -1	B: 11	C: 107	D: -0.4	E: 0	F: 27	G: -1	H: 2	I: -4	J: 1

10: CCOC(=O)Cn1cnc2c(cnn2-c2ccc(Cl)cc2)c1=O
  A: -1	B: 5	C: 96	D: 2.1	E: 6	F: 0	G: 0	H: -11	I: 0	J: -20

11: CCOC(=O)CN(C(=O)CCC(=O)Nc1cc(C)on1)C(C(=O)NC1CCCC1)c1cccnc1 (stereo unspecified)
  A: -11	B: -8	C: 114	D: -3.0	E: -5	F: 1	G: 1	H: 16	I: 3	J: -7

12: Cc1cc(NC(=O)CSc2nc(-c3ccccc3Cl)nc3c2c(=O)n(C)c(=O)n3C)no1
  A: 4	B: 2	C: 123	D: -2.1	E: 2	F: 9	G: 0	H: 10	I: -7	J: -6

13: O=C(NNC(=O)C(c1ccccc1)c1ccccc1)c1cccs1
  A: -6	B: -13	C: 83	D: -3.0	E: -3	F: -3	G: -1	H: 16	I: 6	J: -5

14: O=C(NCC1CCCO1)c1ccccc1NS(=O)(=O)c1cc([N+](=O)[O-])ccc1Cl (stereo unspecified)
  A: -4	B: -3	C: 103	D: 5.8	E: 7	F: 32	G: 2	H: -25	I: 0	J: -26

15: COc1ccc(-c2cc(C(=O)N3CCCCCC3)c3ccccc3n2)cc1
  A: -11	B: 1	C: 104	D: 4.4	E: 0	F: 2	G: -4	H: -29	I: 4	J: -4

16: Cc1cc(=O)[nH]c(SCC(=O)c2ccc3c(c2)NC(=O)CO3)n1
  A: -11	B: 0	C: 99	D: 0.6	E: -1	F: 14	G: 2	H: -3	I: 3	J: 2

17: CCOC(=O)C1=C(CC)Nc2ccccc2N=C1NC(=O)CCNC(C)=O
  A: 16	B: -3	C: 115	D: -1.4	E: -4	F: -7	G: -1	H: 6	I: -4	J: 10

18: N=c1c(C(=O)NCc2ccc(F)cc2)cc2c(=O)n3ccccc3nc2n1Cc1cccnc1
  A: 6	B: 8	C: 107	D: -2.5	E: -4	F: 5	G: -1	H: 13	I: 7	J: 10

19: COc1cc(/C=N\NC(C)=O)ccc1OC/C=C/c1ccccc1
  A: -7	B: 5	C: 95	D: 0.2	E: -2	F: 0	G: -3	H: -1	I: 2	J: 16

20: Clc1ccc(CSc2ccc(-c3cccnc3)nn2)cc1
  A: -9	B: -6	C: 100	D: -1.8	E: 7	F: 43	G: -1	H: 10	I: 4	J: -22

21: O=C(NCCc1ccccc1)c1cccc2c1C(=O)c1ccc(N3CCOCC3)cc1S2(=O)=O
  A: 8	B: -7	C: 101	D: -2.4	E: 0	F: 24	G: -1	H: 11	I: 1	J: 2

22: O=C(CCCOc1ccc(Cl)cc1Cl)NNC(=O)c1ccc(NC(=O)c2ccccc2)cc1
  A: -4	B: -15	C: 95	D: -4.0	E: 1	F: 23	G: 0	H: 18	I: -2	J: 16

23: COc1ccc(/C=N/Nc2ccc([N+](=O)[O-])cc2S(=O)(=O)N2CCN(C)CC2)cc1
  A: -4	B: -10	C: 121	D: -1.2	E: 2	F: 102*	G: -4	H: 6	I: 3	J: -15

24: CN(CC(=O)Nc1ccccc1Br)C(=O)CNC(=O)c1ccc(Oc2ccccc2)cc1
  A: -20	B: -13	C: /	D: -0.4	E: -2	F: 10	G: -2	H: 2	I: -6	J: 5

25: Cc1ccc(-n2nnnc2SCC(=O)NC(C(=O)O)(c2ccccc2)c2ccccc2)cc1C
  A: -7	B: -10	C: 99	D: -2.5	E: 2	F: 7	G: 1	H: 14	I: -1	J: -7

26: Cc1cccc(NC(=S)NC2CCSc3ccccc32)c1 (stereo unspecified)
  A: -4	B: -13	C: /	D: 7.9	E: 1	F: 4	G: -3	H: -41	I: 3	J: 1

27: COc1ccc(CCNC(=O)CSc2nnnn2Cc2ccc3c(c2)OCO3)cc1OC
  A: 4	B: 3	C: 99	D: 0.5	E: 5	F: 4	G: -4	H: -3	I: 18	J: -15

28: Cc1c(C(=O)O)sc2nc(-c3cccs3)cc(C(F)(F)F)c12
  A: 0	B: 9	C: 101	D: 1.9	E: 2	F: 28	G: 7	H: -16	I: 1	J: -5

29: FC(F)(F)c1cc(Cl)c2nnc(-c3ccccn3)n2c1
  A: -18	B: -5	C: 104	D: -0.8	E: 0	F: -17	G: 1	H: 4	I: 1	J: -1

30: c1ccc(Oc2ncnc3oc(-c4ccccc4)cc23)cc1
  A: -2	B: -11	C: /	D: 3.2	E: -1	F: -1	G: -14	H: -13	I: 2	J: 3

31: O=C1c2ccccc2C(=O)N1CCCc1nc(-c2ccncc2)no1
  A: -1	B: -4	C: 100	D: -4.7	E: 4	F: -4	G: -2	H: 21	I: -1	J: -12

32: CCn1c(COc2ccc(OC)cc2)nnc1SCC(=O)Nc1cc(OC)ccc1OC
  A: -4	B: 4	C: 110	D: -1.8	E: -1	F: 8	G: -2	H: 10	I: -7	J: -40

33: COc1ccc(C2SCC(=O)N2CCCN(C)C)cc1 (stereo unspecified)
  A: -12	B: -1	C: 117	D: -3.3	E: 5	F: 4	G: 3	H: 16	I: -2	J: -12

34: CCOC(=O)c1c(NC(C)=O)sc2c(O)c(CN3CCN(CC)CC3)ccc12
  A: -2	B: 7	C: 101	D: 0.8	E: 13	F: 64*	G: -1	H: -5	I: -4	J: -34

35: O=S(=O)(c1ccc(Cl)cc1)N1CCCC(C(F)(F)F)C1 (stereo unspecified)
  A: -5	B: 2	C: 98	D: 6.5	E: 3	F: /	G: -7	H: -33	I: -4	J: -10

36: Cc1cc(NC(=O)NC(=O)c2ccccc2NC(=O)C(C)N)ccc1Oc1ncc(Br)cn1 (stereo unspecified)
  A: -4	B: 2	C: /	D: -3.6	E: -2	F: -9	G: -2	H: 18	I: 0	J: 8

37: C=CCn1c(SCC(=O)Nc2nc(C)cs2)nnc1C(CO)NC(=O)c1ccccc1 (stereo unspecified)
  A: 4	B: -4	C: /	D: -4.2	E: -1	F: 0	G: -4	H: 18	I: 3	J: -10

38: Cc1ccc(S(=O)(=O)Nc2nsc(N)n2)cc1
  A: 1	B: 8	C: 103	D: -2.9	E: -2	F: 26	G: 0	H: 14	I: 1	J: 5

39: CCOn1c(-n2nc(C)cc2C)nc2ccccc2c1=O
  A: -2	B: -4	C: 100	D: -2.9	E: 2	F: -1	G: -3	H: 15	I: 1	J: -5

40: Nc1ccc2nc(-c3cc(Cl)c(N)c(Cl)c3)[nH]c2c1
  A: 11	B: -1	C: 84	D: 1.2	E: 3	F: 28	G: 2	H: -7	I: -6	J: -8

# Structural class: the entries above containing an aryl thioether with sulfur outside any ring
# Letter code – A = PKA-R1A activ; B = PKA-R2B activ; C = DSG3 Ab inh; D = OPRM1-OPRD1 ag; E = HTR5A ag; F = Arr AP2 block; G = DAGLB inhibitor; H = OPRM1-OPRD1 inv; I = V-ATPase pHluor; J = HTR5A inv ctr
12: Cc1cc(NC(=O)CSc2nc(-c3ccccc3Cl)nc3c2c(=O)n(C)c(=O)n3C)no1
  A: 4	B: 2	C: 123	D: -2.1	E: 2	F: 9	G: 0	H: 10	I: -7	J: -6

16: Cc1cc(=O)[nH]c(SCC(=O)c2ccc3c(c2)NC(=O)CO3)n1
  A: -11	B: 0	C: 99	D: 0.6	E: -1	F: 14	G: 2	H: -3	I: 3	J: 2

20: Clc1ccc(CSc2ccc(-c3cccnc3)nn2)cc1
  A: -9	B: -6	C: 100	D: -1.8	E: 7	F: 43	G: -1	H: 10	I: 4	J: -22

25: Cc1ccc(-n2nnnc2SCC(=O)NC(C(=O)O)(c2ccccc2)c2ccccc2)cc1C
  A: -7	B: -10	C: 99	D: -2.5	E: 2	F: 7	G: 1	H: 14	I: -1	J: -7

27: COc1ccc(CCNC(=O)CSc2nnnn2Cc2ccc3c(c2)OCO3)cc1OC
  A: 4	B: 3	C: 99	D: 0.5	E: 5	F: 4	G: -4	H: -3	I: 18	J: -15

32: CCn1c(COc2ccc(OC)cc2)nnc1SCC(=O)Nc1cc(OC)ccc1OC
  A: -4	B: 4	C: 110	D: -1.8	E: -1	F: 8	G: -2	H: 10	I: -7	J: -40

37: C=CCn1c(SCC(=O)Nc2nc(C)cs2)nnc1C(CO)NC(=O)c1ccccc1 (stereo unspecified)
  A: 4	B: -4	C: /	D: -4.2	E: -1	F: 0	G: -4	H: 18	I: 3	J: -10

# Screens as filed in PubChem.
